# High-throughput results as filed in PubChem.
# D2 antagonist: D2 dopamine receptor (human) antagonism; P14416; HEK293 TREx D2 cells, calcium flux, dopamine EC80; inhibition, % at 10 µM; 2% of 340,000 active; in the data active means inhibition above about 30%; further: 0% is about no effect
# Target sequence (P14416 whole entry, looked up): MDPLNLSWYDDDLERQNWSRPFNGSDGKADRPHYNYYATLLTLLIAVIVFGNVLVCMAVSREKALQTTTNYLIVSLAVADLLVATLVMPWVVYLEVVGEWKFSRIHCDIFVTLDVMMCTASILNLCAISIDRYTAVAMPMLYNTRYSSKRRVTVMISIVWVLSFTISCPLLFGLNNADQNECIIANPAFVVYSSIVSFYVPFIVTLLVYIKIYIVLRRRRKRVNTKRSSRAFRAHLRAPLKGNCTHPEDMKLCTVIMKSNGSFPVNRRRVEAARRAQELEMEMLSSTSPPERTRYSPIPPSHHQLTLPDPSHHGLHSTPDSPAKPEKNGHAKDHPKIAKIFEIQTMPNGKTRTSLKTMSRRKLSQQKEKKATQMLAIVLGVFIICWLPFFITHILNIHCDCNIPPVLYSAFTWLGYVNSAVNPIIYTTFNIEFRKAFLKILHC
#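 Tetracycline-induced HEK293 T-REx cells expressing D2 force-coupled to calcium signalling were dye-loaded, exposed to compound for 180 s, then challenged with an EC80 of dopamine; calcium flux was followed kinetically for a further 180 s.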
# TRHR PAM: TRH receptor (human) allosteric enhancement. P34981. TRHR cells, fluo-8 calcium fluorescence, EC20 TRH enhancement. enhancement, % at 2 µM. 0.66% of 360,000 active; in the data active means enhancement above about 30%; further: 0% is about no effect
#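 Enhancer read-out: after compound pinning and an initial kinetic agonist-mode read, an EC20 of TRH (10 nM final) was injected and fluo-8 calcium signal (Ex 480/Em 530) followed at 1 s/cycle for 100 cycles in TRHR-expressing cells.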
# rTrxR1 inhibitor: rat TrxR1 inhibition. recombinant rTrxR1, NADPH fluorescence consumption, selenite substrate. Potency, µM (top dose mostly 114 µM), for the others: at the highest dose activity change, negative = inhibition, hits mostly inhibitors. 1% of 390,000 active; further: potency means the concentration at half of the fitted maximal effect; on the % scale 0 is the no-effect control and ±100 the full control effect; nearly all actives have a fitted effect of over 65% in size
# Target sequence (O89049 whole entry, looked up): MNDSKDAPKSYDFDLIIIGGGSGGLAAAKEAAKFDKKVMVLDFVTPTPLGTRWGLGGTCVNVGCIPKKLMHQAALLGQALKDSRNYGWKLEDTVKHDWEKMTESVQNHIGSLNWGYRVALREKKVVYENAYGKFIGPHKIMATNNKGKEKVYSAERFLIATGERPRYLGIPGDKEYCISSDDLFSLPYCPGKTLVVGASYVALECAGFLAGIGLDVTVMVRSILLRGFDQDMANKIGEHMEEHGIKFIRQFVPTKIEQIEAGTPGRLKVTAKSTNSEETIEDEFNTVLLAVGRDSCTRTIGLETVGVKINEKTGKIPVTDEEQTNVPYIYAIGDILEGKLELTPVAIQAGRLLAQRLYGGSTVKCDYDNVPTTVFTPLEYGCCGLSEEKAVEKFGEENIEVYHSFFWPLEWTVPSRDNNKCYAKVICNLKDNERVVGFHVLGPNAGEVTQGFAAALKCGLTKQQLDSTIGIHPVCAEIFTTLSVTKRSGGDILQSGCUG
#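 Rat TrxR1 (90 nM in the dispensed reagent) was pre-reduced with 400 uM NADPH for 5 min at room temperature, then incubated with compound for 15 min. After 400 uM selenite was added, NADPH fluorescence (Ex 340/Em 450 nm) was followed for 8 min.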
# IDH1 R132H inh: human IDH1 R132H inhibition. O75874. IDH1-R132H enzyme, NADPH consumption, diaphorase/resazurin fluorescence. Potency, µM (highest dose often 76.6 µM), for the others: at the top dose activity change, negative = inhibition, actives largely listed as inhibitors. 0.093% of 390,000 active; further: potency means the concentration at half of the fitted maximal effect; on the % scale 0 is the no-effect control and ±100 the full control effect; nearly all actives have a fitted effect of over 65% in size
#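 IDH1-R132H (0.5 ug/mL dispensed) in pH 7.5 Tris buffer was preincubated 30 min with compound, then given a substrate mix of 0.016 mM NADPH and 2 mM alpha-KG for 80 min at room temperature; remaining NADPH was read by diaphorase/resazurin fluorescence.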
# PI4K2A inh: inhibitors of human PI4K2A | 0.13% of 420,000 active | purified PI4K2A, ADP-Glo luminescence, 1 h; hits give low values | activity change, negative = inhibition, % at 76.9 µM; in the data active means activity change below about -50%; inconclusive means mostly about -30% to -49%;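 further: -100% = wells without enzyme as full effect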
#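 In this quantitative HTS, ADP production by PI4K2A was quantified luminescently after 1 h at ambient temperature; 100 microM adenosine served as plate-quality control.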
# TrxR1 substrate: substrates of rat thioredoxin reductase 1 | O89049 | purified TrxR1 substrate turnover, NADPH consumption readout | Potency, µM (doses to about 114 µM), inactives show at the top dose activity change, negative = substrate turnover | 0.01% of 390,000 active; further: potency means the concentration at half of the fitted maximal effect; on the % scale 0 is the no-effect control and ±100 the full control effect; nearly all actives have a fitted effect of over 50% in size
#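 Rat TrxR1, dispensed at 90 nM, was prereduced with 400 uM NADPH (final) for 5 min at ~22 deg C, then incubated with compound 15 min before 400 uM selenite. A first-read NADPH fluorescence drop versus no-compound background flagged substrates.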
# D2 agonist: D2 dopamine receptor (human) agonism | P14416 | HEK293 T-REx D2 cells, calcium flux agonist mode | activation, % at 2 µM | 0.53% of 340,000 active;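 active means activation over 3 SD above normal in the single-dose calcium agonist read, cut at about 30% in these data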; further: 0% is about no effect
#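 Agonism is scored from calcium flux in a force-coupled, inducible HEK293 cell line expressing D2, read kinetically for 180 s after compound addition against dopamine controls.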
# TRHR agonist: agonists of human TRH receptor; 0.18% of 360,000 active; TRHR cells, calcium flux fluo-8, FDSS agonist mode; activation, % at 2 µM; P34981; in the data active means activation above about 30%; further: 0% is about no effect
#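 Fluo-8-loaded TRHR cells; 10 s baseline, compound added, kinetic Ca2+ fluorescence read 1/s, agonist mode.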
# USP1-UAF1 inh: blocks the human USP1/UAF1 deubiquitinase complex; 0.23% of 390,000 active; Potency, µM (doses to about 57.1 µM), without a hit: at the highest dose activity change, negative = inhibition, hits mostly inhibitors; recombinant USP1/UAF1, Ub-Rhodamine cleavage fluorescence; further: potency means the concentration at half of the fitted maximal effect; on the % scale 0 is the no-effect control and ±100 the full control effect; nearly all actives have a fitted effect of over 60% in size; inactives centre near -12
#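 1 nM enzyme complex + cpd, 15 min RT; start with Ub-Rho 150nM final; kinetic fluorescence ex 480/em 540, 6 reads q60 s. Buffer 50mM HEPES pH 7.8, 0.5mM EDTA, 0.1 mg/ml BSA, 1mM TCEP, 0.01% Tween-20.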
# * marks the source's active call; other numbers are inactive results; ? = inconclusive; . = not tested or not shown; & = joins results of further samples; [ ] = another dose, or the depositor's remark. Unless noted, the call rests on the fitted dose curve; in most records, active means well fitted inhibition curve with a large enough effect; inconclusive means small, poorly fitted or top-dose-only effect; inactive means no such curve, though single readings can be large or run the other way.
SMILES | D2 antagonist | TRHR PAM | rTrxR1 inhibitor | IDH1 R132H inh | PI4K2A inh | TrxR1 substrate | D2 agonist | TRHR agonist | USP1-UAF1 inh
O=C(C1CCCCC1)N1CCC(n2nnc3ccccc32)CC1 | -19 | 3 | 19%[57.1 µM] | 6% | -3 | 8%[57.1 µM] | 0.3 | 0.3 | -9%
O=C(NCc1ccc(Cl)cc1Cl)c1cccc(N2CCCS2(=O)=O)c1 | . | -1 | 8% | 24% | -15 | -1% | . | -0.2 | -14%
COc1ccccc1C(=O)NC(=O)COC(=O)c1ccc(Br)o1 | -8 | 6 | -7% | 6% | -2 | -4% | -0.2 | -0.1 | -24%
CCCN(Cc1cc2cc(OC)ccc2[nH]c1=O)C(=O)c1ccco1 | -3 | -1 | -31% | 7% | -1 | 43%[activator] | 0.0 | -0.4 | -7%
CCc1cccc(C)c1Nc1c(-c2ccc(N(C)C)cc2)nc2ncccn12 | . | 4 | -8% | . | 2 | -1% | -1.1 | -0.8 | -36%
COc1cc(NS(=O)(=O)c2ccc(N/C=C\C(=O)c3ccc(F)cc3)cc2)nc(OC)n1 | 3 | -3 | -9%[57.1 µM] | -2% | 3 | 6%[57.1 µM] | 0.7 | 0.7 | -3%
CC(C(=O)N1CCCCCC1)N(c1ccc(Cl)cc1)S(C)(=O)=O (stereo unspecified) | 11 | -1 | 22% | 12% | 9 | 2% | 0.7 | 0.5 | -23%
Clc1ccc(C(c2nnnn2C2CCCC2)N2CCN(Cc3ccncc3)CC2)cc1 (stereo unspecified) | 1 | 0 | 6%[57.1 µM] | 3% | -6 | 7%[57.1 µM] | -0.4 | -0.9 | 2%
O=C(CC1C(=O)N(c2ccccc2)C(=O)N1C1CCCCC1)Nc1ccccc1 (stereo unspecified) | -2 | 1 | 1% | -4% | 0 | -1% | 0.6 | 0.1 | -13%
Cc1ccc(C)c(NS(=O)(=O)c2c(C)nc3sccn3c2=O)c1 | 10 | 4 | 4% | 0% | 0 | -6% | 0.1 | 0.7 | -24%
COC(=O)c1ccccc1NC(=O)C1CCCN(c2nnc(C)c3c(C)n(-c4ccccc4)nc23)C1 (stereo unspecified) | . | 5 | 16% | 13% | 0 | 2% | -0.2 | 0.1 | -8%
CCCN1CCCc2ccccc21 | -1 | -2 | -9%[57.1 µM] | 14% | -5 | 6%[57.1 µM] | -0.5 | 0.3 | -16%
CCC(CC)c1nc(C#N)c(NC(C)c2ccccc2)o1 (stereo unspecified) | -1 | -6 | 3% | 6% | -2 | -3% | -1.7 | 0.0 | -13%
CCOC(=O)C(O)(CC(=O)c1ccc(OC)cc1)C(F)(F)F (stereo unspecified) | 20 | -9 | -14% | 21% | -1 | -13% | -0.3 | -0.4 | 5%
CCOc1cc(S(=O)(=O)n2cnc(C)c2)ccc1Cl | -1 | 6 | 9% | 0% | -7 | 1% | -0.7 | -0.7 | -13%
COc1ccc(C)cc1NC(=O)c1ccc(S(=O)(=O)N2CCOCC2)cc1 | 13 | -2 | -4% | 2% | 0 | -4% | -0.2 | -0.1 | -6%
Cc1ccc(-n2nnnc2SCc2nc3sc(C)c(C)c3c(=O)[nH]2)cc1 | -3 | 1 | 12% | 2% | 0 | 1% | -0.8 | 0.1 | -11%
Cc1ccc(C2N=C(N)Nc3nc(=O)c4ccccc4n32)cc1 (stereo unspecified) | 13 | 3 | 46%[activator] | 16% | 4 | 100%[activator] | -1.7 | 0.9 | -5%
COc1cc(CN2CCCCC2C(=O)Nc2ccc(Oc3ccccc3)nc2)ccc1O (stereo unspecified) | -4 | 6 | 13µM* | 7% | -4 | 1% | -0.6 | -1.2 | -10%
COc1cc(-c2nc3ccc(C)cn3c2NCc2ccccc2)ccc1SC1CCCCC1 | 28 | 2 | 8% | 10% | 5 | 78%[activator] | -0.7 | -0.5 | -26%
Cc1cc(-c2nn(-c3ccccc3F)cc2CN2CCC(C(N)=O)CC2)c(C)s1 | -1 | 1 | -20% | 4% | 0 | 5% | 0.3 | 1.4 | -5%
COCCCNc1nc(-c2ccncc2)nc2ccccc12 | 3 | -4 | -4% | 4% | -3 | -3% | -0.1 | -0.1 | -21%
CC1(C)C[C@H]2C3=CCC4[C@@]5(C)CC[C@H](O)[C@](C)(CO)C5CC[C@@]4(C)[C@]3(C)C[C@H]3O[C@@H]1[C@H](O)[C@]32CO (stereo partly specified) | . | -3 | 10% | 11% | -3 | 7% | . | 0.1 | -26%
Cn1cc(S(=O)(=O)N2CCCCCC2)cc1C(=O)N1CCN(c2ccc(Cl)cc2)CC1 | . | -5 | 4%[57.1 µM] | 17% | -7 | -4%[57.1 µM] | 0.3 | -0.2 | ?
COc1ccc(-c2nc(Cn3c(SCc4ccc(F)cc4)nc4ccncc43)c(C)o2)cc1OC | -7 | -9 | ? | 1% | -5 | 10%[57.1 µM] | 0.0 | -0.4 | -6%
C[C@@H](C(=O)NCCCCCC(=O)O)n1nnc2ccccc2c1=O | -19 | -1 | 12% | 0% | -9 | -4% | 0.6 | 0.9 | 0%
COC(=O)/C=C/c1ccc2c(c1)S(=O)(=O)N(Cc1ccc(OC)cc1)[C@H]2CC(=O)OC | . | . | 13%[57.1 µM] | 6% | -3 | 8% | . | . | -32%
CC(C)C(NC(=O)c1ccco1)C(=O)OCC(=O)Nc1ccc(C(N)=O)cc1 (stereo unspecified) | 14 | 3 | 33%[57.1 µM] | -10% | 2 | 5%[57.1 µM] | 1.6 | 1.0 | 5%
CCS(=O)(=O)c1ncc(N(Cc2ccccc2)Cc2ccco2)c(C(=O)Nc2ccc(C)c(C)c2)n1 | . | 2 | 23% | 0% | -1 | -1% | 1.9 | 1.0 | -15%
Cc1c(Br)ccc(NC(=O)CCN2C(=O)C3C4CCC(C4)C3C2=O)c1C (stereo unspecified) | 7 | 10 | 15% | 2% | -2 | 4% | 0.0 | -2.3 | -18%
O=C(Nc1cccc(-c2nc3ccccc3o2)c1)c1cccnc1 | 1 | -1 | 9% | 1% | 3 | -3% | 2.1 | 0.2 | -16%
Cc1ccc(C(=O)COC(=O)C(Cc2c[nH]c3ccccc23)NC(=O)c2ccc(Br)cc2)cc1 (stereo unspecified) | . | -2 | 34%[57.1 µM] | 5% | 1 | 0%[57.1 µM] | 0.4 | -0.1 | -9%
Cc1ccccc1-n1c(=O)n(Cc2ccc(C(=O)O)cc2)c(=O)c2[nH]cnc21 | 14 | -17 | 10% | 7% | 1 | 9%[57.1 µM] | -0.4 | -1.1 | -13%
COCCCn1c(SCC(=O)OC2CCCCC2)nnc1-c1ccco1 | 5 | -2 | -19% | 2% | -1 | -5% | 0.0 | -1.1 | 0%
CCC(C)Nc1nc(N)c([N+](=O)[O-])c(NCCO)n1 (stereo unspecified) | 12 | -5 | 8% | 7% | -2 | -6% | 3.6 | 0.1 | -20%
Cc1nc2c(-c3ccc(F)cc3)c(C)nn2c(C)c1CCC(=O)NCc1cccc(Cl)c1 | . | 15 | 28% | -4% | -5 | 10% | -0.5 | 0.1 | -14%
O=C(NC1CCCCC1)C1CCCN(c2nnnn2-c2ccccc2)C1 (stereo unspecified) | -12 | 0 | 23% | -5% | 3 | 0% | 0.3 | 1.4 | 11%
CC(C)=C1Cc2ccccc2C1=O | -1 | 3 | 15% | 11% | 0 | -1% | 0.9 | 0.1 | -23%
CC(C)C(NC(=O)c1ccc(C(C)(C)C)cc1)C(=O)NCCc1ccccn1 (stereo unspecified) | -15 | 0 | 12% | -7% | -4 | -3% | -6.7 | -0.3 | -14%
CS(=O)(=O)N(CC(=O)NCCc1ccccc1)c1cc(C(F)(F)F)ccc1Cl | . | -3 | 8% | 0% | 3 | -4% | 12 | -0.5 | -14%
CCOC(=O)c1sc(C(=O)OCC)c(OCCO)c1OCCO | -4 | 5 | 0% | -2% | 0 | 1% | 0.3 | 0.1 | -5%
O=C(CCN1C(=O)COc2ccccc21)N1CCN(c2ccccc2)CC1 | 3 | -1 | 12%[57.1 µM] | -6% | 6 | 5%[57.1 µM] | 0.4 | -0.5 | 1%
O=C(NCCN1CCN(c2ccccc2)CC1)Nc1cccc(Br)c1 | 2 | 20&1 | 8%&6% | -3%&3% | -2&0 | -6%&0% | -1.3 | -0.5&0.6 | -21%&-1%
COc1cc(C2Nc3ccccc3C(=O)N2c2ccccc2OC)ccc1O (stereo unspecified) | 12 | -1 | -4%[57.1 µM] | 4% | 5 | 64%[activator] | 0.6 | -0.6 | -7%
COc1ccc(C2CC(=O)Nc3c2c(C)nn3-c2nc(C)cc(C)n2)c(OC)c1OC (stereo unspecified) | . | 1 | 6% | 28% | -2 | -7% | 2.0 | 0.8 | -2%
O=C(C1CCCN(S(=O)(=O)c2ccc(Br)s2)C1)N1CCN(c2ccc(F)cc2)CC1 (stereo unspecified) | . | -4 | 14% | -4% | -4 | 0% | -1.6 | -1.0 | -28%
CCOC(=O)c1sc(NC(=O)C2c3ccccc3Oc3ccccc32)c(C#N)c1C | . | 2 | -16% | 10% | -4 | -4% | 0.4 | 1.1 | -32%
CN(CC(=O)Nc1ccc2c(c1)OCCO2)Cc1nc2ccccc2c(=O)[nH]1 | -27 | 0 | 0% | 6% | 6 | -3% | -0.6 | 0.0 | -17%
Cc1cc(O)c(C(C[N+](=O)[O-])c2ccc(Cl)cc2)c(=O)o1 (stereo unspecified) | -4 | -1 | -34% | 3% | 4 | -2% | 0.5 | 0.8 | -15%

# Entries shown so far that contain a cyano group (two):
SMILES | D2 antagonist | TRHR PAM | rTrxR1 inhibitor | IDH1 R132H inh | PI4K2A inh | TrxR1 substrate | D2 agonist | TRHR agonist | USP1-UAF1 inh
CCC(CC)c1nc(C#N)c(NC(C)c2ccccc2)o1 (stereo unspecified) | -1 | -6 | 3% | 6% | -2 | -3% | -1.7 | 0.0 | -13%
CCOC(=O)c1sc(NC(=O)C2c3ccccc3Oc3ccccc32)c(C#N)c1C | . | 2 | -16% | 10% | -4 | -4% | 0.4 | 1.1 | -32%

# Marked active in rTrxR1 inhibitor, among the entries above:
canonical_smiles,D2 antagonist,TRHR PAM,rTrxR1 inhibitor,IDH1 R132H inh,PI4K2A inh,TrxR1 substrate,TRHR agonist,USP1-UAF1 inh
COc1cc(CN2CCCCC2C(=O)Nc2ccc(Oc3ccccc3)nc2)ccc1O (stereo unspecified),-4,6,13µM*,7%,-4,1%,-1.2,-10%
